AddAB inh: growth inhibition of E. coli expressing H. pylori AddAB, primary screen, AddAB inhibitor project, absorbance; AID 435030, 2010; 330,000 tested, 0.29% active; inhibition, % at 11.9 µM; in the data active = inhibition above about 12%;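 note: 0% = vehicle wells of infected cells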
PfHsp90 yeast 2: growth inhibition of PfHsp90-expressing yeast, primary screen, antimalarial PfHsp90 inhibitor project, S. cerevisiae, BacTiter-Glo luminescence, single point, set 2; BacTiter-Glo ATP, 48 h; yeast lacking PDR1 and PDR3 efflux regulators; 310,000 tested, 0.32% active; inhibition, % at 9.4 µM;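 active = every replicate shows inhibition above about 80%, whatever the replicate mean, limit read from the data; inconclusive = mean inhibition reaches the set limit but some replicate falls short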;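 note: 0% = DMSO neutral controls and 100% = 20 µM radicicol positive controls; yeast relying on Plasmodium falciparum Hsp90 in place of its own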
E coli growth: E. coli V3065 growth inhibition, primary screen, counter-screen for AddAB inhibitor project, absorbance, OD600; 18 h; inhibition, % at 11.9 µM; 330,000 tested, 0.27% active; AID 449728, 2010;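 active = inhibition above the campaign's mean inhibition across all tested compounds plus 3 SD, cut at about 9.9% in these data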;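 note: uninfected addAB+ strain grown without phage in ampicillin broth; 0% = DMSO wells and 100% = ciprofloxacin 0.95 µg/ml wells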
MOR-DOR inv ag: inverse agonists of MOR-DOR heterodimerization, primary screen, cell-based, luminescence. cell-based MOR-DOR heterodimer luminescence, inverse agonism. 340,000 tested, 0.21% active. Mu-type opioid receptor (Homo sapiens) + Delta-type opioid receptor (Homo sapiens), …. inhibition, % at 9.3 µM; in the data active = inhibition above about 22%, passing the limit was not always enough;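 note: 0% = cells with DMSO and 100% = wells without cells with DMSO; values of inactives mirror those of a sister screen read the other way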
Target sequence (P35372 whole entry, looked up): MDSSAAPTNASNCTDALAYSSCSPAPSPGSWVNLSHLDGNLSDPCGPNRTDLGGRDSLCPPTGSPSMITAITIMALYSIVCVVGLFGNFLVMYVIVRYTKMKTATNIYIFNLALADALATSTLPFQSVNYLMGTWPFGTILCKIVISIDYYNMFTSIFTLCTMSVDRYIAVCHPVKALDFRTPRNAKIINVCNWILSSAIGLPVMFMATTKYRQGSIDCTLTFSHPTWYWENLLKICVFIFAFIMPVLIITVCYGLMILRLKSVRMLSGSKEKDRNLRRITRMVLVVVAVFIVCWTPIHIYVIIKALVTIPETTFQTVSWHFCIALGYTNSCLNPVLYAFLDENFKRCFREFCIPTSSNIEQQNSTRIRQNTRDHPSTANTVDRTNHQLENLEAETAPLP
Target sequence (P41143 whole entry, looked up): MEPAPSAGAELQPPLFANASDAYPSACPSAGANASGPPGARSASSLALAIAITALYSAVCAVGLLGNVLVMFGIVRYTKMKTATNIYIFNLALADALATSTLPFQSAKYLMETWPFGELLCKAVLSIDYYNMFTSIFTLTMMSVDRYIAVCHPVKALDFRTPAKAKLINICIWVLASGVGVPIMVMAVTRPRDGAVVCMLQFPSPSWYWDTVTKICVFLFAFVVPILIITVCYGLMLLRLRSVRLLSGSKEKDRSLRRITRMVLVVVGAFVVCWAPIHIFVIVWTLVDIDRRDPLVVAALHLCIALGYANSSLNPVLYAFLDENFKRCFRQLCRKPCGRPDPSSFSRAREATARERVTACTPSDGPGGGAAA
Tat transport: E. coli Tat export inhibitors, primary screen, MC4100, TorA-mCherry reporter, fluorescence, single point; AID 488895, 2010; 340,000 tested, 0.036% active; inhibition, % at 10 µM;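 active = mean replicate inhibition at least 50% and at least half of replicates individually reaching 50%; inconclusive = only one of the two criteria met; inactive = neither criterion met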;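 note: exported cargo escapes ClpAP degradation while cytoplasmic cargo is degraded and loses fluorescence; 0% = median of neutral control wells and 100% = median of NaSCN control wells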
PKA-R1A activ: activators of PKA-R1A holoenzyme, primary screen, biochemical, fluorescence polarization, Cy5-IP20, bovine R1A, mouse PKAc. cAMP-dependent protein kinase type I-alpha regulatory subunit (Bos taurus) + …. PKA-R1A dissociation; scaled: DMSO 0%, 113 µM cGMP 100%. activation, % at 11.4 µM. 340,000 tested, 0.083% active;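 active = percent activation above the mean of all tested compounds plus 3 SD, cut at about 19% in these data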;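 note: higher means more PKAc released from R1A so a rise in polarization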
Arrestin-AP2 inh: inhibitors of beta-arrestin/AP2 binding, primary screen, biochemical, GPCR trafficking, flow cytometry | FITC-arrestin peptide / GST-AP2 beads; AP2 beta2 appendage carries R879A mutation | inhibition, % at 10 µM | 340,000 tested, 0.31% active;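 active = inhibition above a set limit, near 3 SD of compounds lacking own fluorescence, cut at about 54% in these data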;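 note: plate controls were DMSO wells for no effect and 5 µM unlabelled arrestin peptide for full effect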
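System: GST-AP2 R879A glutathione beads | Also added: FITC-arrestin peptide, 50 nM | Times: 12 min plus 1 h, RT | Signal: Bead flow cytometry, FITC channel | Buffer or medium: PBS with 0.05% Tween 20 and 0.1% BSA | Read-out basis: Percent drop in bead-associated FITC signal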
phage Ecoli inh: growth loss of phage-infected E. coli, primary screen, RecBCD inhibitor project, absorbance, with phage, HTS; inhibition, % at 11.9 µM; 360,000 tested, 0.26% active; AID 651602, 2012; in the data active = inhibition above about 11%
SUMO Mot1 rescue: yeast Mot1-301 growth rescue at high temperature, primary screen, SUMOylation pathway inhibitor project, S. cerevisiae, ATP luminescence, 38.5C; 320,000 tested, 1% active; S. cerevisiae Mot1-301 growth rescue; percent above DMSO median, 100 means doubled; growth rescue, % at 18.8 µM; AID 2716, 2010;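 active = every valid replicate shows activation above 250% relative to neutral control wells; inactive = the rest, any valid replicate at or below 250%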;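 note: OY570 slx delta 5 strain wells were the positive control but not used for scaling; some compounds called inactive have numbers as strong as hits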
DSG3 Ab inh: inhibitors of pemphigus antibody binding to DSG3, primary screen, biochemical, bead-based, flow cytometry, scFv-GFP | DSG3-coupled beads, scFv-anti-DSG3-GFP binding; hits give low values | 310,000 tested, 0.48% active | binding (percent of control), % at 10 µM | Desmoglein-3 (Homo sapiens), P32926 | AID 588358, 2011;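 active = binding more than 3 SD below its plate's average and above zero; inconclusive = below that plate limit but binding exactly zero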;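 note: hits lower antibody fragment binding to DSG3; some compounds called inactive have numbers as strong as hits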
MOR-DOR ag: agonists of OPRM1-OPRD1 heterodimerization, primary screen, cell-based, luminescence. Mu-type opioid receptor (Homo sapiens) + Delta-type opioid receptor (Homo sapiens), …. cells. activation, % at 9.3 µM. 340,000 tested, 0.3% active. AID 504326, 2011; in the data active = activation above about 18%;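 note: 0% = vehicle-treated cells and 100% = reference agonist; values of inactives mirror those of a sister screen read the other way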
An asterisk follows results filed as active; ? = inconclusive; nt = not tested or not shown.

Second line of a record: AddAB inh	PfHsp90 yeast 2	E coli growth	MOR-DOR inv ag	Tat transport	PKA-R1A activ	Arrestin-AP2 inh	phage Ecoli inh	SUMO Mot1 rescue	DSG3 Ab inh	MOR-DOR ag
Cc1cc(O)c(C(C)C)cc1N=Cc1ccc([N+](=O)[O-])cc1
→ nt	nt	nt	-7	-6	-8	-3	-0.3	nt	96	1.3
Cc1nc(N)nc(OCC(F)(F)C(F)F)c1Br
→ 2.4	nt	3.6	14	11	-4	0	3.9	-1	104	-2.4
CN1CCNC(=O)C1CC(=O)N1CC=C(c2ccc(F)cc2)CC1 (stereo unspecified)
→ 3.3	-9	0.6	2	0	9	-8	2.0	-18	105	-0.3
CNC(=S)NNC(=O)Cc1ccccc1
→ -4.0	1	-3.3	22	1	-3	22	2.0	-11	99	-4.4
CCOC(=O)c1ccc(NC(=O)CN2CCN(CCN=CC3=C(O)CC(C)(C)CC3=O)CC2)cc1
→ nt	2	nt	17	10	-4	3	3.6	nt	113	-3.3
CCOc1ccc(C(=O)c2ccccc2C(=O)O)cc1OCC
→ 0.1	2	0.3	12	1	-13	-5	4.7	-11	95	-2.3
C=CCOn1c(=O)c(-c2ccc(F)cc2)[n+]([O-])c2ccccc21
→ nt	4	nt	7	-8	-1	-8	1.0	nt	102	-1.4
O=C(CSc1c[nH]c2ccccc12)NCc1ccc2c(c1)OCO2
→ -1.4	2	0.6	-20	3	-6	-8	-2.9	12	112	3.5
COc1cc2c(c(OC)c1OC)-c1ccc(OC)c(=O)cc1[C@@H](N(C)CC#CCO)CC2
→ -0.6	-3	0.7	7	-4	2	23	1.1	55	88	-1.5
CCN(CC)CCNC(=O)CCN1N=C(c2ccccc2)CCC1=O
→ -0.8	25	-0.1	12	8	-8	-6	-0.2	2	103	-2.5
Cc1cc(C)cc(NC(=O)N2CCCN(c3ncccc3[N+](=O)[O-])CC2)c1
→ 0.0	6	0.1	9	-8	-9	38	2.6	5	109	-1.8
O=C(Nc1ccccc1)c1ccccc1Oc1ccc(C(F)(F)F)cc1[N+](=O)[O-]
→ 4.6	-10	1.5	-22	0	-6	10	3.2	40	nt	4.3
CN(c1ccccc1)S(=O)(=O)c1ccc(Cl)c(C(=O)Nc2ccc(-c3nc4ccccc4[nH]3)cc2)c1
→ 3.6	-2	1.0	-3	-7	5	-4	2.3	9	92	0.4
CC(Oc1ccc2ccccc2c1)C(=O)N/N=C/c1cccnc1 (stereo unspecified)
→ 4.4	-11	1.0	1	0	5	-7	-0.6	271	nt	-0.1
CC(C)C(=O)Nc1nnc(COc2ccc(Cl)cc2)s1
→ 4.0	-8	-1.7	-15	3	-8	13	0.7	18	109	3.1
O=C(NCC1CCCO1)C1CCC(CNS(=O)(=O)c2ccccc2)CC1 (stereo unspecified)
→ 5.0	13	3.4	13	5	-3	-2	1.6	-6	96	-2.5
COc1ccc(-c2nc(=S)c3c(n2CCN2CCOCC2)CC(C)(C)OC3)cc1
→ 2.5	11	-0.7	11	-2	0	1	2.3	-5	nt	-2.6
CCC1=Nc2ccccc2NC2=C1C(=O)CCC2
→ 0.2	-6	-4.1	-3	2	-3	-4	-1.5	-2	92	0.6
O=C(N/N=C/c1cn(-c2cccs2)nc1-c1ccccc1)c1ccccc1O
→ 1.2	-53	2.7	-19	?	-5	7	0.4	-8	87	3.6
O=[N+]([O-])c1ccccc1N/N=C1\CCc2ccccc21
→ -0.3	nt	-0.8	0	-6	-4	-6	-1.4	177	108	0.0

Remaining list, next part.
Second line of a record: AddAB inh	PfHsp90 yeast 2	E coli growth	MOR-DOR inv ag	Tat transport	PKA-R1A activ	Arrestin-AP2 inh	phage Ecoli inh	SUMO Mot1 rescue	DSG3 Ab inh	MOR-DOR ag
C=CCn1c(CNC(=O)c2ccco2)nnc1SCC(=O)Nc1cccc(F)c1
→ 0.8	-8	3.1	9	-6	-8	-14	-0.8	nt	108	-1.8
Cc1ccc(C)c(OCC(=O)Nc2c[nH]c(=O)[nH]c2=O)c1
→ 4.2	-28	0.0	-2	6	0	0	1.6	-18	95	0.5
Cc1csc(NC(=O)CCC(=O)N(CC(=O)NC2CCCC2)Cc2ccccc2)n1
→ 1.0	4	-0.3	19	9	-2	-6	3.3	-10	nt	-3.0
Nc1cc[n+](CC(=O)Nc2ccccc2)cc1
→ 2.8	-31	1.5	19	2	-1	-10	3.3	799*	78	-3.7
O=C(O)CCC(=O)NCc1c(Cl)cccc1Sc1ccc(Cl)cc1
→ -1.6	nt	-2.1	nt	nt	nt	17	-3.1	-14	106	nt
COc1ccc2c(C)cc(SCc3c(C)noc3C)nc2c1
→ -0.1	nt	0.1	-17	12	-3	8	9.3	-10	99	2.9
Cc1cc(N)n2ncc(-c3ccc(Cl)cc3)c2n1
→ 0.7	24	0.4	-17	4	-20	25	4.4	75	nt	2.8
COc1ccc(-c2cn3cc([N+](=O)[O-])ccc3n2)cc1OC
→ 1.9	29	0.9	-9	-17	-8	-1	4.4	6	125	1.6
COc1ccc(CCNC(=O)CSc2cn(Cc3cccc(C)c3)c3ccccc23)cc1OC
→ -2.4	-23	-0.3	5	1	-4	5	1.9	-3	83	-0.8
COc1ccccc1C(=O)OCC(=O)NC(=O)NCc1ccccc1
→ 1.1	-4	1.6	0	9	-4	6	3.2	891*	73	-0.1
CN(C)c1ccc(Nc2ccc([N+](=O)[O-])cn2)cc1
→ 3.7	8	0.9	10	-2	-2	11	0.2	8	111	-2.0
CCSc1ccccc1C(=O)N1CCN(Cc2ccc3c(c2)OCO3)CC1
→ 0.3	-17	-0.6	4	1	9	-4	2.2	-12	96	-0.8
CCCN1CCN(S(=O)(=O)c2ccc3c(c2)CCC(=O)N3)CC1
→ 0.3	-1	1.9	-2	-8	-7	-6	0.4	-19	nt	0.6
O=c1cc(-c2ccccc2)[nH]c2ccccc12
→ 4.6	4	4.5	12	-3	-4	28	4.2	12	102	-1.9
CNC(=O)c1cc(S(=O)(=O)Nc2ccc3c(c2)OCO3)ccc1C
→ -1.1	9	-1.3	23	5	-12	9	0.2	-24	nt	-4.5
O=C(NC1CCCCCC1)c1ccc2nc3cc(Cl)ccc3c(=O)n2c1
→ 0.8	-8	0.6	-12	5	1	-5	1.7	19	101	2.3
COc1cccc(C(=O)NC(=S)Nc2ccccc2N2CCOCC2)c1
→ 2.4	16	-0.6	-2	8	-11	-3	nt	9	110	0.6
CN(C)/C=C/C(=O)c1cc(F)cc(C(F)(F)F)c1
→ -1.3	-13	-0.8	-3	-1	1	-3	4.2	19	98	0.4
Cc1ccc(S(=O)(=O)/N=C2\SC(CC(=O)Nc3ccc(F)cc3)C(=O)N2c2ccccc2)cc1 (stereo unspecified)
→ 4.8	7	0.3	12	0	-7	6	-1.2	-13	102	-2.3
Cc1nn(CC(=O)NC2CC2)c(C)c1S(=O)(=O)NC(C)(C)C
→ -0.2	nt	-0.1	14	3	2	-1	2.7	8	91	-2.7

Following part:
Second line of a record: AddAB inh	PfHsp90 yeast 2	E coli growth	MOR-DOR inv ag	Tat transport	PKA-R1A activ	Arrestin-AP2 inh	phage Ecoli inh	SUMO Mot1 rescue	DSG3 Ab inh	MOR-DOR ag
Cc1cc(NC(=O)c2ccco2)ccc1NC(=O)c1ccco1
→ nt	20	nt	3	-1	10	-3	2.7	nt	93	-0.5
COc1ccc2c(c1)C(NC(=O)C(F)(F)F)CC2=O (stereo unspecified)
→ 2.8	nt	-0.9	0	-3	-5	13	2.0	-11	nt	0.0
Cc1ccc(C(=O)OCC(=O)N2CCC(c3ccccc3)=N2)cc1
→ 0.8	9	0.9	-10	10	-7	6	1.8	-9	120	1.9
COc1cc(OC)cc(-c2c(-c3cccs3)c3cc(-c4cccc5[nH]ccc45)ccc3n2C)c1
→ 0.0	12	-1.0	-7	-4	-5	39	1.0	6	88	1.2
CC1CCN(S(=O)(=O)c2ccc(-c3nnc(SCc4cccnc4)o3)cc2)CC1
→ 0.5	nt	1.3	9	-9	-7	2	3.1	81	105	-1.9
CN(Cc1cccs1)C(=O)C1CCN(S(=O)(=O)c2ccccc2)CC1
→ 3.5	nt	0.7	15	5	-17	20	2.8	-6	nt	-3.8
NS(=O)(=O)c1cc(C2(O)NC(=O)c3ccccc32)ccc1Cl (stereo unspecified)
→ -0.5	-3	0.3	-2	7	7	3	3.9	-10	89	0.4
COc1ccccc1NC(=S)N(Cc1ccccc1)Cc1ccccn1
→ 1.2	-3	-2.0	14	11	6	-2	-0.7	-1	114	-2.7
Cc1c(NC(=O)COc2cccc(F)c2)c(=O)n(-c2ccccc2)n1C
→ -0.1	21	-0.5	22	-3	-6	-2	2.5	-11	102	-5.9
CC(O)[C@@H](NC(=O)C1CCC(CNC(=O)[C@H](Cc2ccccc2)NC(=O)OC(C)(C)C)CC1)C(=O)O (stereo partly specified)
→ 1.3	-39	-1.2	13	5	-3	-14	1.1	-17	102	-2.8
Cn1cc(Cl)c(C(=O)N/N=C/c2ccc(OS(=O)(=O)c3ccccc3)cc2)n1
→ 1.8	-57	0.7	-2	-4	-10	0	-1.1	-9	nt	0.4
